L major viab = Leishmania major promastigote growth inhibition, primary screen; 200,000 compounds, 9% hits; AID 1063, 2008; Leishmania major promastigotes, resazurin fluorescence viability; inhibition, % at 10 µM; in the data active means inhibition above about 50%;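 further: promastigotes grown with compound for 44 hours at 28 °C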
bIAP act = bovine intestinal alkaline phosphatase activators, primary screen, biochemical, bovine IAP, CDP-star luminescence. alkaline phosphatase, intestinal [Bos taurus]. purified bovine IAP, 30 min; hits give high values; fold of DMSO-control signal, blank-subtracted. activation factor at 20 µM. 200,000 compounds, 0.17% hits;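 active means activation factor of 2 or more at 20 µM, a signal rise over negative controls twice the positive control's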
bIAP inhibitor = bovine intestinal alkaline phosphatase inhibitors, primary screen, selectivity assay for TNAP inhibitor project, biochemical, bovine IAP, CDP-star luminescence. alkaline phosphatase, intestinal [Bos taurus]. inhibition, % at 20 µM. 190,000 tested, under 10 active. AID 1019, 2008. purified bovine IAP, 30 min;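 active means over 50% inhibition of intestinal alkaline phosphatase at 20 µM in the single-dose screen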
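System: Purified bovine intestinal alkaline phosphatase (IAP) enzyme | Input: IAP diluted 1/65,000,000 in the well | Also added: CDP-star chemiluminescent phosphatase substrate, 30 µM final | Dosing: 20 µM single dose | Times: Enzyme reaction for 30 min at room temperature | Detection: Luminescence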
FLuc stim CS = FLuc activators, initial screening, artefact control for FLuc-dependent activation tests, biochemical, ATPlite luminescence. Luciferin 4-monooxygenase (Photinus pyralis), P08659. ATPlite luciferase biochemical, 10 min; 0 = ATP-free wells, 1 = DMSO control. activation factor at 10 µM. 200,000 tested, under 10 active. AID 1027, 2008;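 active means luciferase activation factor, scaled between plate controls, of at least 2 with compound at 10 µM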
Target sequence (P08659 whole entry, looked up): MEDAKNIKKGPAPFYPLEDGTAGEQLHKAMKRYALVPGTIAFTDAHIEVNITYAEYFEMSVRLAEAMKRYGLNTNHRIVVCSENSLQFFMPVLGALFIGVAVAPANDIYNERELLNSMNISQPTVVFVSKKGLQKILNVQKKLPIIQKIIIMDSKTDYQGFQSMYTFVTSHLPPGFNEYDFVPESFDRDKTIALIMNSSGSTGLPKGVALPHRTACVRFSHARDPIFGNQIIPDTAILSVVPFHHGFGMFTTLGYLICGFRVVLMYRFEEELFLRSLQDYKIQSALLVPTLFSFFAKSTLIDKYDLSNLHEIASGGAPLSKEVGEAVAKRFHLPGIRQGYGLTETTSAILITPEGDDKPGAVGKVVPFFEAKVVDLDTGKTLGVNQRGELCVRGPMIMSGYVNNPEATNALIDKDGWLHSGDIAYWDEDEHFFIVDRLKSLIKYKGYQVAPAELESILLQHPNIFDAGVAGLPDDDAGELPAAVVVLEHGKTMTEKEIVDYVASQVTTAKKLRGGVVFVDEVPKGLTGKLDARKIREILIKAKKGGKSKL
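Assay system – cell-free luciferase reagent · Medium – PBS-based ATP solution · Dosing – test compounds dosed from 2 mM stocks in 100% DMSO · Timing – 10 min, room temperature · Technique – light output (luminescence) · Measure – luminescence gain marking luciferase activators · Controls – No-ATP low control, compound-free enzyme-plus-ATP high control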
RAM network inh = inhibitors of the yeast RAM network, primary screen, dse1pr::URA3 reporter, 5-FOA selection. S. cerevisiae dse1pr::URA3 reporter, 5-FOA growth OD615, 2 d; analog-sensitive cbk1-as2 kinase mutant strain. inhibition, % at 50 µM. 190,000 compounds, 1.8% hits. AID 868, 2007;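 active means inhibition above a set limit, 3 SD over mean compound inhibition, cut at about 8.4% in these data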;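 further: 0% = DMSO-only wells with no growth and 100% = 10 µM 1-NA-PP1 full growth; inhibition rescues growth on 5-FOA so higher OD means more RAM inhibition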
TNAP inh noacc = human TNAP enzyme inhibitors, primary screen, biochemical, luminescent, no phosphate acceptor, uHTS. purified TNAP, CDP-star luminescence, 30 min. 200,000 compounds, 0.26% hits. Alkaline phosphatase, tissue-nonspecific isozyme (Homo sapiens), P05186. inhibition, % at 20 µM. AID 1012, 2008;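 active means tissue-nonspecific alkaline phosphatase inhibition above about 50% at 20 µM in the single-dose screen, limit read from the data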;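 further: 0% = DMSO negative control and 100% = EDTA positive control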
Target sequence (P05186 whole entry, looked up): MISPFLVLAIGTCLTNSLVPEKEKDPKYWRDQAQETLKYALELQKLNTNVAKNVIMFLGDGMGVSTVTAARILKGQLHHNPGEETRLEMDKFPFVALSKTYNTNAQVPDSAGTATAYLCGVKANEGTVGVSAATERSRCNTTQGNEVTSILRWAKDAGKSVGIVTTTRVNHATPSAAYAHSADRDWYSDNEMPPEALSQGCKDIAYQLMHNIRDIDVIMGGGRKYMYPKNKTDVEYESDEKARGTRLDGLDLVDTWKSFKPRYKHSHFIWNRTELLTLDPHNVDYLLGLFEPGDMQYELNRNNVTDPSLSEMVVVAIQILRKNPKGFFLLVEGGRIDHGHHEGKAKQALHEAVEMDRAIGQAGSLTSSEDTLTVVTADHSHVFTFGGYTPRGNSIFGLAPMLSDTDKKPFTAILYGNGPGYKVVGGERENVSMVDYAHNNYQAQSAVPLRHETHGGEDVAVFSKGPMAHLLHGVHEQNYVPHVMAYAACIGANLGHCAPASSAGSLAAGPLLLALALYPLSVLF
APP 5UTR inh = inhibitors of APP translation via 5'UTR reporter, primary screen, APP 5'UTR luciferase, SH-SY5Y cells; SH-SY5Y APP 5'UTR-luciferase reporter, luminescence; inhibition, % at 2 µM; 190,000 compounds, 0.82% hits;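 active means inhibition above a set limit, derived from the sample mean plus 3 SD, cut at about 45% in these data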; further: values of inactives mirror those of a sister screen read the other way
TNAP inh hiacc = human TNAP enzyme inhibitors, primary screen, biochemical, luminescent, high phosphate acceptor level, uHTS; Alkaline phosphatase, tissue-nonspecific isozyme (Homo sapiens), P05186; purified TNAP, CDP-star luminescence, 1 M DEA; inhibition, % at 20 µM; 200,000 compounds, 0.03% hits;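 active means over 50% inhibition of tissue-nonspecific alkaline phosphatase at 20 µM in the single-dose screen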;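 further: plate controls were DMSO wells for no effect and EDTA-quenched wells as full inhibition for full effect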
TNAP act hiacc = TNAP activators at high phosphate acceptor level, primary screen, biochemical, luminescence, uHTS. Alkaline phosphatase, tissue-nonspecific isozyme (Homo sapiens), P05186. purified TNAP, CDP-star luminescence, 1 M DEA, 30 min; hits give high values; 0 = EDTA background, 1 = DMSO-only activity. activation factor at 20 µM. 200,000 tested, under 10 active;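 active means activation factor at least 2 at 20 µM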
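system = human TNAP | amount = enzyme diluted 1/800 final | reagent = 100 µM CDP-star substrate | signal = luminescent substrate turnover signal | dosing = one dose, 20 µM | benchmarks = EDTA negative control, DMSO positive control | measure = activation factor | timing = 30 min reaction, room temperature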
FLuc inh counter = firefly luciferase enzyme inhibitors, primary screen, artefact control for luciferase-based inhibitor screens, biochemical, luminescence, ATPLite | inhibition, % at 10 µM | 200,000 compounds, 1.5% hits | 10 min | Luciferin 4-monooxygenase (Photinus pyralis), P08659;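 active means inhibition above about 50% when tested at 10 µM, limit read from the data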
Starred values were filed as active, the others as inactive; . = no result given.

SMILES	L major viab	bIAP act	bIAP inhibitor	FLuc stim CS	RAM network inh	TNAP inh noacc	APP 5UTR inh	TNAP inh hiacc	TNAP act hiacc	FLuc inh counter
CCCCNc1c([N+](=O)[O-])cc(C)cc1[N+](=O)[O-]	-4	0.8	18	1	0.0	9	11	11	0.9	-3
CCOC(=O)c1ccc(NC(=O)NC2CC3CCC(C2)N3)cc1 (stereo not given)	-6	1.2	-17	1	1.1	-6	5	-4	1	-4
COc1cccc(Oc2ccc(C(F)(F)F)cc2N)c1	-3	0.7	26	1	-0.4	-6	-39	0	1	2
COc1ccc(OC)c(NC(=O)CSc2nnc(-c3ccco3)n2-c2ccccc2)c1	18	0.9	9	1.1	6.3	-11	5	0	1	-5
O=C(c1cccc(Oc2ccc([N+](=O)[O-])cc2Cl)c1)N1CCCCC1	12	1.2	-16	1.1	2.2	-7	-16	0	1	-10
O=C(Cn1nnc2ccccc2c1=O)N1CCCc2ccccc21	-4	1	4	1.1	2.1	-12	5	-4	1	-6
Fc1ccc(Sc2nc(-c3ccccc3)nnc2C(F)(F)F)cc1	48	0.5	.	1	8.0	-11	6	0	1	-4
O=C(Nc1cccc2ncccc12)c1ccc(-c2ccc(Br)cc2)o1	-2	0.9	9	1	5.2	-10	-17	-3	1	2
CN1CCc2c(c3c(n2C)CCN(C)[C@H]3c2ccccc2F)[C@@H]1c1ccccc1F	3	1.1	-10	1.1	-0.7	-6	-4	-2	1	-7
Cc1cc(C)c(S(=O)(=O)c2ccccc2)c(N2CCOCC2)n1	0	1.1	-12	1	2.6	-4	6	1	1	-2
COc1ccc(C(c2nnnn2Cc2ccc(F)cc2)N2CCN(c3ccccc3)CC2)cc1 (stereo not given)	74*	1	-3	1.1	-0.6	-2	0	-11	1.1	-8
COc1ccc(-c2nc(N)n(C(=O)Cc3ccccc3)n2)cc1	-2	0.9	15	1	1.6	34	-12	-7	1.1	-4
Cc1ccccc1-c1nc(CN(C)C(C)c2ccon2)c(C)o1 (stereo not given)	0	0.9	10	1.1	-0.3	-8	-2	-7	1.1	-7
CN(C)c1ccc(C(=O)NCC2CCCO2)cc1 (stereo not given)	-3	0.9	7	1	0.2	-8	-35	-2	1	5
COc1ccc(CNC(=O)COc2ccc(C(=O)c3ccc(F)cc3)cc2)cc1	20	1	-5	1	2.7	-5	-1	-6	1.1	-3
COC(=O)c1ccc(NC(=S)N2CCN(Cc3ccc(Cl)cc3)CC2)cc1	34	1	-2	1.1	0.3	-4	1	-6	1.1	-9
Cc1c(C(=O)NCc2ccccn2)sc2nc(-c3ccccc3)cn12	10	1	5	1	-0.8	-3	-7	3	1	4
COCCNC(=O)CSC1=N/C(=C/c2ccc(Cl)c(Cl)c2)C(=O)N1c1ccccc1F	24	1	0	1	4.4	-12	-8	-2	1	-3
COc1ccc(S(=O)(=O)N(C)Cc2cccs2)cc1Br	5	0.4	.	1	4.1	-4	-8	-1	1	0
O=C(Cc1ccccc1)Nc1ccc(N2CCN(Cc3ccccc3F)CC2)cc1	-3	1.1	-7	1	1.6	-21	8	-2	1	-5
CC(=O)NCCn1c(SCC(=O)c2ccc(Cl)cc2)nc2ccccc2c1=O	-5	1	-2	1	0.5	-5	-21	-2	1	-3
O=C(NC(=S)Nc1ccccc1N1CCCC1)c1ccccc1[N+](=O)[O-]	12	0.9	10	1	0.1	-19	0	4	1	-2
CCOCCOC(=O)C1=C(C)N(C)C(=O)NC1c1cc(Cl)c(O)c(OC)c1 (stereo not given)	-2	1	2	1	1.0	-7	9	-2	1	-4
CCCN(CCC)c1ccc(C(O)c2nnc(-c3ccccc3)o2)cc1 (stereo not given)	13	0.9	7	1	2.7	-10	-26	-2	1	0
CCCCNC(=O)c1nn(-c2ccccc2OC)c(=O)c2ccccc12	7	0.9	5	1	-0.2	-5	-4	1	1	-2

Other structures.
SMILES	L major viab	bIAP act	bIAP inhibitor	FLuc stim CS	RAM network inh	TNAP inh noacc	APP 5UTR inh	TNAP inh hiacc	TNAP act hiacc	FLuc inh counter
CCN1C(=O)C(C(=O)Nc2ccc(OC)cc2)C2CC1(C)Oc1ccccc12 (stereo not given)	41	0.9	6	1	1.2	-9	-21	-3	1	-4
COc1ccc(OC)c(NS(=O)(=O)Cc2ccccc2)c1	2	0.7	32	1	2.9	-3	5	-1	1	1
CCOC(=O)c1c(NC(=S)NC(C)=O)sc(C)c1C	5	1	4	1	1.5	5	-5	2	1	-4
CCOc1cc(C(=O)Nc2c(C)ccc3nsnc23)cc(OCC)c1OCC	-9	1.4	-42	1	4.9	-2	1	4	1	-4
Cc1oc(-c2ccccc2Cl)nc1CN1CCCN(C(=O)c2ccco2)CC1	20	1	5	1.1	1.9	-13	15	-8	1.1	-5
CC(=O)CCc1oc2c([N+](=O)[O-])cccc2c1-c1ccc(C)o1	-3	1.1	-6	1	3.0	-7	-5	-4	1	-4
CC(C)(C)n1nc2c(c1NC(=O)COc1ccc3ccccc3c1)CS(=O)C2 (stereo not given)	0	1.1	-7	1	0.6	-11	-2	0	1	-2
c1cncc(Nc2nc(-c3ccncc3)cs2)c1	7	0.9	6	1	0.8	-12	-2	-8	1.1	2
CC(C)(C)C(=O)CNCC(=O)C(C)(C)C	1	1.2	-23	1	1.0	-6	-35	-6	1.1	-2
N#CC12CCCCC1CC1CCCCC1(C#N)N2Cc1ccccn1 (stereo not given)	49	1.1	-9	1	0.4	-7	16	-4	1	4
Cc1ccc(-c2csc(-c3c[nH]c4ccccc34)n2)cc1	-4	0.8	22	1	4.8	-1	-74	0	1	0
CC(C)(C)c1cccc(/C=N/O)c1O	52*	0.9	7	1.1	-1.8	-4	0	-1	1	-8
CN(Cc1ccccc1)C(=O)CCS(=O)(=O)c1ccc2c(c1)n(C)c(=O)c(=O)n2C	-8	0.8	19	1.1	0.0	-14	-20	0	1	-5
COC(=O)C(NC(C)=O)(Nc1nc2ccc(S(C)(=O)=O)cc2s1)C(F)(F)F (stereo not given)	-7	1	-3	1	1.7	-10	6	-6	1.1	-1
Cn1cnnc1SCc1ccc(-c2ccc(Br)cc2)o1	-2	1	-3	0.9	7.5	-8	9	-1	1	11
Cc1cc2nc(C(F)(F)F)[nH]c(=O)n2n1	-9	0.9	11	1.1	0.7	-19	-5	-8	1.1	-8
COc1ccccc1C1(CC(=O)O)CCOC(C)(C)C1 (stereo not given)	-7	0.7	35	1.1	0.9	-1	-12	-4	1	-10
Cc1ccc(C)n1-n1cnc2scc(-c3cccs3)c2c1=O	5	0.9	10	1	1.1	-8	9	-2	1	-5
Cc1ccc(-c2nnc(N3CCC(C)CC3)c3ccccc23)cc1	32	1.1	-8	1	-0.5	-3	0	-3	1	-2
Cc1ccc(S(=O)(=O)N2CCCC(C(=O)NCCc3ccc4c(c3)OCO4)C2)cc1 (stereo not given)	3	0.9	10	1.1	3.2	-17	-10	-6	1.1	-9
Cn1c(NC(=O)c2cc(-c3ccc4c(c3)OCO4)nc3ccccc23)cc(=O)n(C)c1=O	-1	1.1	-6	0.3	0.4	-7	-27	-2	1	72*
COc1ccc(OC)c(N(CC(=O)N2CCN(c3cc(Cl)ccc3C)CC2)S(C)(=O)=O)c1	7	0.9	7	1.1	3.0	-13	6	-6	1.1	-7
CC(C)C(=O)Nc1ccc(N2CCN(C(=O)c3cccs3)CC2)cc1	-6	0.9	11	1	0.6	-10	7	-2	1	-4
Cc1nc2ccccc2n1Cc1n[nH]c(=S)n1-c1ccc(Cl)cc1	-6	1	2	1.1	0.7	-3	-6	-6	1.1	-7
COc1cc(C(=O)Nc2nc(N)n(-c3ccccc3)n2)cc(OC)c1OC	1	0.9	8	1	1.3	-11	12	-1	1	-2

Quoted at random: three compounds from above.
SMILES	L major viab	bIAP act	bIAP inhibitor	FLuc stim CS	RAM network inh	TNAP inh noacc	APP 5UTR inh	TNAP inh hiacc	TNAP act hiacc	FLuc inh counter
COC(=O)c1ccc(NC(=S)N2CCN(Cc3ccc(Cl)cc3)CC2)cc1	34	1	-2	1.1	0.3	-4	1	-6	1.1	-9
Cc1ccc(-c2csc(-c3c[nH]c4ccccc34)n2)cc1	-4	0.8	22	1	4.8	-1	-74	0	1	0
CC(=O)CCc1oc2c([N+](=O)[O-])cccc2c1-c1ccc(C)o1	-3	1.1	-6	1	3.0	-7	-5	-4	1	-4

Remaining list, next part.
SMILES	L major viab	bIAP act	bIAP inhibitor	FLuc stim CS	RAM network inh	TNAP inh noacc	APP 5UTR inh	TNAP inh hiacc	TNAP act hiacc	FLuc inh counter
OCc1nc(CO)n(Cc2ccccc2)n1	-2	0.7	34	1	0.8	-5	0	2	1	0
C/C(=N\NC(=O)c1cc2c(s1)CCC(C)C2)c1ccncc1 (stereo not given)	97*	1	2	0.9	-0.8	-1	-26	-4	1	8
Cc1ccnc(N2CCC(C(=O)Nc3cccc(C(F)(F)F)c3)CC2)n1	-2	1	-5	1.1	0.7	-7	15	-9	1.1	-14
COc1ccc(-c2nc(-c3ccc4c(c3)OCO4)[nH]c2-c2ccc(OC)cc2)cc1	90*	1.1	-7	1	-0.6	-8	-9	0	1	0
Oc1ccccc1C1=Nc2ccccc2N=C(c2cccs2)C1	29	0.9	10	1.1	0.9	-4	0	0	1	-5
Cc1nn(Cc2ccc(Cl)cc2)c(C)c1NC(=O)c1ccc([N+](=O)[O-])cc1	5	1.3	-27	1	1.8	-12	11	1	1	-1
CCCCC(=O)Nc1cc(C)c(NC(=O)c2cccs2)cn1	-6	0.9	8	1.1	0.2	-10	-11	-2	1	-6
CCCN(C(=O)c1cn(CC)c2nc(C)ccc2c1=O)c1c(N)n(Cc2ccccc2)c(=O)[nH]c1=O	7	1.1	-13	1.1	-0.8	0	13	-4	1	-9
CC(C(=O)Nc1ccccc1Cl)N(c1ccccc1)S(C)(=O)=O (stereo not given)	2	1.1	-6	1.1	3.0	-6	-21	0	1	-7
CC(=O)c1c(C)[nH]c(C(=O)NCc2cccc(Cl)c2)c1C	-1	0.9	12	1	2.4	-11	-6	-1	1	-2
CCOC(=O)c1cc(-c2nnc(-c3ccc(Cl)cc3)o2)c(C)nc1C	-5	0.9	10	1.1	1.2	29	-3	-8	1.1	-9
Cc1nnc(C)c2c(C)n(C(c3ccccc3)c3ccccc3)c(C)c12	100*	1.1	-8	1.1	-0.7	-10	1	-4	1	-10
Nn1c(SCC(=O)Nc2ccc3c(c2)OCCO3)nnc1C(F)(F)F	6	0.9	6	1	-0.3	1	8	1	1	-3

Assay outcomes as filed in PubChem BioAssay.
